Polio RdRp inh: inhibitors of poliovirus RNA polymerase binding and polymerization. P03300. % elongation, % (compound at 16.7 µg/mL). poliovirus polymerase elongation, fluorescence polarization; hits give low values. 150,000 tested, 0.66% active; in the data active means % elongation below about 90%; further: some results filed as inactive read as strong as hits
Target sequence (P03300 1749-2209 limits assumed): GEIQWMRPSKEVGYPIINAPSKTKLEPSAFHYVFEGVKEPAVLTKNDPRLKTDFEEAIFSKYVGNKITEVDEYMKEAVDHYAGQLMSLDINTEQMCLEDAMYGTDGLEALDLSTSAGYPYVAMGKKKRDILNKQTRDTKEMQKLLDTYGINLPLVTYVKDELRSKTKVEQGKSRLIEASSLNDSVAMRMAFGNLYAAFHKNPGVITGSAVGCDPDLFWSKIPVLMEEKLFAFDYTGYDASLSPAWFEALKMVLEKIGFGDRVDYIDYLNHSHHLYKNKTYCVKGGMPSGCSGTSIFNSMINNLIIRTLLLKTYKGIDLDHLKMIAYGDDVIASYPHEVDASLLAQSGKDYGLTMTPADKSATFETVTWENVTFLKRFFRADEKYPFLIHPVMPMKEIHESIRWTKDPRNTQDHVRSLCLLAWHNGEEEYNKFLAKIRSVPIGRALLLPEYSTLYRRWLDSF
Polio RdRp inh FP z-score: recorded beside Polio RdRp inh, whose call it bears; z-score; measured here: FP z-score; hits read low
The depositor's hits bear a star; & = joins results of further samples.

SMILES | Polio RdRp inh | Polio RdRp inh FP z-score
NC(=O)N/N=C/CCc1ccccc1 | 102 | 0.1
S=C(Nc1ccc2c(c1)OCCO2)Nc1ccccc1N1CCOCC1 | 106 | 0.2
NCc1nc2ccccn2c1Br | 102 | 0.3
CSc1ncccc1C(=O)Nc1ccnn1Cc1ccccn1 | 107 | 0.4
CCOc1ccc(NC(=S)NC(C)(C)C)cc1 | 96 | -2.1
CC(=O)N1CCC(N(c2ccc3c(c2)OCO3)S(=O)(=O)c2ccccc2)CC1 | 102 | 0
COc1ccc(NC(=O)c2cc(S(=O)(=O)N3CCCCCC3)cn2C)c(OC)c1 | 108 | 0.5
CC[N+]1(C)CCCC(OC(=O)C(O)(c2ccccc2)c2ccccc2)C1 (stereo unspecified) | 99&102 | -0.1&0.4
CCOC(=O)N1CCN(C(=O)CN2C(=O)c3cc(Cl)c(Cl)cc3C2=O)CC1 | 102 | 0
O=c1[nH]c2sc3c(c2c(=O)n1-c1ccccc1)CCCC3 | 102 | 0.4
Nc1n[nH]c(=S)n1Cc1ccccc1 | 101 | 0.4
CC(C)(C)NC(=S)NCc1ccccc1 | 98 | -0.3
CC1CCCC(C)N1NC(=S)NC1CCCCC1 (stereo unspecified) | 102 | 0.4
N#Cc1cc2c(nc1SCC(=O)Nc1ccc(S(=O)(=O)Nc3nccs3)cc1)CCCC2 | 102 | 0.1
COc1ccc(C2C(=O)N(C3CCCCCC3)CC(=O)N2Cc2ccc(C)cc2)cc1 (stereo unspecified) | 111 | 0.4
C[N+]1(C)CCCC(OC(=O)C(O)(c2ccccc2)c2ccccc2)C1 (stereo unspecified) | 102&100 | 0.2&0
O=c1n(Cc2ccc(F)cc2)c2ccccc2c2nc(-c3ccccc3)nn12 | 109 | 1.3
Cc1ccc2nc(-c3ccc(Cl)c(NC(=O)c4ccc(Br)o4)c3)oc2c1 | 107 | 0.3
O=C1c2ccccc2NC(c2ccccc2)N1N=C1CCCCCC1 (stereo unspecified) | 106 | 0.7
Cc1ccc(NC2OC(CO)C(O)C2O)cc1C (stereo unspecified) | 127 | 2.6
CS(=O)(=O)N(CC(=O)O)C1CCCCC1 | 100 | -0.4
Cc1oc(C(C)(C)C)cc1C(=O)NC(Cc1ccccc1)C(=O)O (stereo unspecified) | 101 | -0.1
CCOc1ccc(OCC)c(NC(=O)C2CCN(c3cnccn3)CC2)c1 | 110 | 0.8
CSc1nnc(-c2ccccc2N)c(=O)[nH]1 | 100&104 | -0.3&0.8
Cc1ccc2c(=O)c(C(=O)NC3CCCC3)c[nH]c2c1 | 101 | -0.3

One compound at a time, from the list above.
Listed for C[N+]1(C)CCCC(OC(=O)C(O)(c2ccccc2)c2ccccc2)C1 (stereo unspecified) → Polio RdRp inh: 102&100; Polio RdRp inh FP z-score: 0.2&0
Listed for NC(=O)N/N=C/CCc1ccccc1 → Polio RdRp inh: 102; Polio RdRp inh FP z-score: 0.1

Next entries follow.
SMILES | Polio RdRp inh | Polio RdRp inh FP z-score
N#CCCN=Nc1c(O)n(CO)c2ccccc12 | 99 | -0.1
N#CCC(=O)NCC1CCCO1 (stereo unspecified) | 101 | -0.4
Cc1nn(-c2ccccc2)cc1/C=N/NS(=O)(=O)c1ccccc1 | 102 | 0
c1ccc(CSc2ncnc3nc[nH]c23)cc1 | 101 | -0.1
COc1cc(NC(=O)c2ccco2)c(OC)cc1NC(=O)CSc1ncc(-c2ccc(F)cc2)[nH]1 | 105 | 1.1
Cc1ccc(C(=O)Nc2c(C(C)(C)C)nn(C)c2C(C)(C)C)cc1 | 104 | 0.5
O=C(C1=CC=CN2CCS(=O)(=O)N=C12)N1CCN(c2ccccn2)CC1 | 100 | -0.4
COc1ccc(C2CC(=O)Nc3cc(OC)c(OC)cc32)cc1 (stereo unspecified) | 102 | 0.2
O=C(CCSCc1ccccc1F)N1CCN(c2ccc(Cl)cc2)CC1 | 110 | -0.1
CC(C)C(=O)NS(=O)(=O)c1ccc(NC(=O)c2ccco2)cc1 | 103 | 0.6
Clc1cc(Cl)c(OCCCCn2cncn2)c(Cl)c1 | 99 | -0.4
C=CCn1c(=O)n(CC=C)c(=O)n(Cc2ccc(Cl)cc2)c1=O | 101 | -0.1
O=C1N=c2ccccc2=C1c1sc(NS(=O)(=O)c2ccccc2)nc1O | 104 | 0.8
Cc1cccc(CNC(=O)c2oc3c(c2C)-c2nn(Cc4cccc(Cl)c4)cc2CC3)c1 | 112 | 0.9
CCOC(=O)c1c(-c2ccc(OC)cc2)csc1NC(=O)CNCc1ccco1 | 99 | -0.7
CCCCNc1nc(Oc2ccc(=O)[nH]n2)nc(N(C)C)n1 | 102 | -1.6
O=C(OC1CCCC1=O)c1cc(-c2ccco2)nc2ccccc12 (stereo unspecified) | 105 | 0.1
CCN(C(=S)NCc1ccccc1)C1CCCCC1 | 109 | 0.9
O=C(Nc1ccccc1C(=O)NCCN1CCOCC1)c1cccs1 | 106 | 1.5
NC(=O)C1CCN(C(=O)CCSc2ccc(Cl)cc2)CC1 | 107 | 2.1
O=C(Cc1ccccc1)NC1CCN(C(=O)C2CCC2)CC1 | 105 | 0.1
CC1(C)Cc2cccc(Oc3nnnn3-c3ccccc3)c2O1 | 101 | -0.2
COc1ccccc1CNC(=O)CCn1c(=O)c2ccccc2n(CC(=O)Nc2cccc(Cl)c2)c1=O | 106 | 0
CC1=NN(c2nnc(C)c(=O)[nH]2)C(=O)/C1=C\c1ccc(N(C)C)cc1 | 106 | 0.3
COc1ccc(Br)cc1CNC(=O)CS(=O)(=O)Cc1nc(-c2ccc(C)cc2)oc1C | 101 | -0.3

Other structures.
SMILES | Polio RdRp inh | Polio RdRp inh FP z-score
COC(=O)C1CN(C(=O)Cc2coc3cc4c(cc23)CCC4)c2ccccc2O1 (stereo unspecified) | 108 | 0.7
COCCCn1c(=N)c(C(=O)NC2CCCC2)cc2c(=O)n3cccc(C)c3nc21 | 108 | -0.5
COc1ccc(-c2noc(CC(=O)N3CCc4ccccc43)n2)cc1 | 104 | 1.2
CCOC(=O)C1CCCN(C(=O)COc2cccc(Br)c2)C1 (stereo unspecified) | 101 | -0.3
Cc1ccnc(NC(=O)c2ccccc2NC(=O)c2ccccc2)c1 | 101 | -0.2
Cc1ccc(C(=O)NCCc2cc3cc(C)c(C)cc3[nH]c2=O)cc1 | 96 | -1.6
COCc1cc(C)nc2sc3c(=O)n(-c4ccccc4C(F)(F)F)nnc3c12 | 104 | -0.1
CC(=O)N1CC(=O)Nc2ccc(F)cc2C1c1ccccc1 (stereo unspecified) | 102 | -0.3
C=CCn1c(C)cc(C(=O)CN2NS(=O)(=O)c3ccccc3C2=O)c1C | 102 | 0.5
Cc1ccc(-c2cc(C(=O)N3CCCCC3C)[nH]n2)cc1C (stereo unspecified) | 103 | 0.1
Cc1cc(Nc2ccc(N(C)C)cc2)n2c(nc3ccccc32)c1C#N | 107 | 1.2
Cc1nc(N)sc1N=Nc1ccccc1C(F)(F)F | 98 | -0.2
CC1CCCC(NC(=O)Cn2cnc3onc(-c4ccc(Cl)cc4)c3c2=O)C1C (stereo unspecified) | 102 | 0.8
COc1ccccc1N1CCN(c2ccc(-c3nc(-c4ccccc4C)no3)cc2[N+](=O)[O-])CC1 | 101 | -1.4
Cc1ccc(NC(=O)c2cnc(SCC(=O)N3CCOCC3)n(C)c2=O)cc1C | 109 | 0.3
ON=C1/C(=N\O)CC2(C/C1=N/O)OCCO2 | 99 | -0.4
O=C(Nc1ccccc1Cl)c1cc2ccccc2cc1O | 102 | 0.2
CC(C)NC(=S)Nc1ccc2cn[nH]c2c1 | 99 | -0.6
CC(C)N(C=O)C1(C(=O)NC2CCCCC2)CCCCC1 | 102 | 0
Cc1oc2ncn(CC(C)C)c(=O)c2c1C(=O)NCCCN1CCCCC1C (stereo unspecified) | 106 | -0.2
CCN(CC)S(=O)(=O)c1ccc2nc(NC(=O)c3ccccc3OC)sc2c1 | 111 | 0.8
CCn1c(=O)c2cc(C(=O)NC3CCCCCC3)sc2c2ccccc21 | 102 | -0.1
CC1(C)CC(=O)c2cc(C(=O)Nc3ccccc3Cl)c(=O)n(-c3ccc(Cl)cc3)c2C1 | 104 | -0.2
Cc1nnc(SC(=O)N2c3ccccc3Sc3ccccc32)s1 | 101 | -0.1
Nc1nc(-c2ccccc2)c(-c2ccccc2)o1 | 101 | 0.1

The list goes on.
SMILES | Polio RdRp inh | Polio RdRp inh FP z-score
CC(=O)Nc1cccc(-c2csc(C)n2)c1 | 99 | -0.6
Cc1ccc(CNC(=O)C2CCCN(c3ncnc4onc(-c5ccc(F)cc5)c34)C2)cc1 (stereo unspecified) | 113 | 0.7
N#CC1=C(N)Oc2c(c(=O)oc3ccccc23)C1Cc1ccccc1 (stereo unspecified) | 105 | 2
COC(=O)c1cc(CSc2ncnc3sccc23)oc1C | 103 | -0.2
O=C(CSc1nc2c([nH]c3ccccc32)c(=O)n1-c1ccc(F)cc1)N1CCCCCC1 | 103 | -1
COc1ccccc1NC(=O)Cn1c(SCC(=O)Nc2ccc(F)cc2)nc2ccccc21 | 106 | 0.1
C/C(=N\NC(=O)CSc1ncccn1)c1ccc(C)cc1 | 100 | -0.2
Cc1cc(-c2ccc(C)c(S(=O)(=O)N3CCN(C4CCCCC4)CC3)c2)n[nH]1 | 104 | 1.8
CCOC(=O)Cn1c(=O)c(C(=O)NC(=O)OCC)cn(Cc2ccccn2)c1=O | 103 | 0.4
NNC(=O)c1cc2sc(Cl)cc2[nH]1 | 99 | -1.5
Clc1cc2c(c(CSc3nnc(-c4ccco4)n3-c3ccccc3)c1)OCOC2 | 103 | 0.2
O=C(c1ccc2c(Cl)c3c(nc2c1)CCC3)N1CCCC1 | 101 | -0.1
O=C(Nc1cccc(Br)c1)C1C(c2ccccc2)=C1c1ccccc1 | 102 | 0.1
CCOC(=O)N1CCN(C(=O)c2ccc3c(=O)n(CCC4=CCCCC4)c(=S)[nH]c3c2)CC1 | 99 | -0.8
O=c1[nH]nc(Cc2ccncc2)c2ccccc12 | 103 | 0.1
O=C(CSc1ccccc1)Nc1ccncc1 | 99 | -0.3
O=C(O)CCc1ccc(-c2ccccc2)n1-c1cccc(O)c1 | 102 | 0.2
O=C(CN1CCCc2ccccc21)N/N=C/c1ccccc1 | 103 | 0.3
CCOC(=O)c1c(C)[nH]c(CCC(=O)NCc2cc(Br)ccc2OC)c1C | 103 | -1.3
Cc1cccc(-c2nsc(SCC(=O)OCc3ccccc3)n2)c1 | 95 | -2.4
Cn1c(=O)c(=O)n(C)c2cc(S(=O)(=O)N3CC(=O)N(CCc4ccccc4)C(=O)C3)ccc21 | 102 | 0.9
CCOC(=O)c1cnc2c(F)ccc(F)c2c1Oc1cccnc1 | 99 | -0.6
Cc1ccc(-c2nn(CCC#N)cc2C(=O)O)cc1C | 103 | 1.5
CC1(C)CC(=O)C2=C(C1)N=C1SCCC(=O)N1C2c1ccc(Br)cc1 (stereo unspecified) | 105 | 0.3
Cc1cccc(NC(=O)CSc2nc(-c3ccco3)nc3cc(=O)[nH]n23)c1 | 103 | -0.8

(continued)
SMILES | Polio RdRp inh | Polio RdRp inh FP z-score
O=C(O)/C=C/C(=O)Nc1ccc(OC(F)F)cc1 | 102 | -0.6
COc1ccc(OC)c(NC(=O)c2ccc(CSc3nnnn3C)cc2)c1 | 101 | 0
Cc1ccccc1C(=O)CC#N | 104 | 0.1
CCC(=O)Nc1ccc(C2=CSC3=NS(=O)(=O)CCN23)cc1 | 106 | 0.5
Cc1cccc(-c2nc(CCNC(=O)c3ccc(Br)o3)cs2)c1 | 108 | 0.2
CCc1ccc(C(=O)Nc2nccs2)cc1 | 102 | 0.1
CCN(CC)NC(=S)Nc1ccccc1 | 101 | -0.2
CC(Sc1ncnc2ccccc12)C(=O)Nc1cccc(Cl)c1 (stereo unspecified) | 101 | 0
O=C1S/C(=C\c2cn(Cc3ccccc3)c3ccccc23)C(=O)N1CN1CCCCC1 | 101 | 0
CC1=Nc2cc(C(=O)N3CCCCC3)ccc2Sc2ccc(C)cc21 | 107 | -1.3
COc1ccccc1CCNC(=O)C(=O)NCC(c1cccs1)S(=O)(=O)c1ccc(F)cc1 (stereo unspecified) | 108 | 0.3
Cc1cc(C)c(S(=O)(=O)N2CCN(Cc3ccc4c(c3)OCO4)CC2)cc1C | 107 | 0.4
Cc1ccccc1N/C(=N\S(=O)(=O)c1ccccc1)c1ccccc1 | 104 | 0.7
CN=C1SC(CC(=O)Nc2cccc(C(=O)O)c2)C(=O)N1C (stereo unspecified) | 102 | 0.1
COCOc1ccc(C(=O)O)cc1OC | 100 | -0.7

Filtered by structure, the compounds so far with a furan ring, fused or not
SMILES | Polio RdRp inh | Polio RdRp inh FP z-score
Cc1ccc2nc(-c3ccc(Cl)c(NC(=O)c4ccc(Br)o4)c3)oc2c1 | 107 | 0.3
Cc1oc(C(C)(C)C)cc1C(=O)NC(Cc1ccccc1)C(=O)O (stereo unspecified) | 101 | -0.1
COc1cc(NC(=O)c2ccco2)c(OC)cc1NC(=O)CSc1ncc(-c2ccc(F)cc2)[nH]1 | 105 | 1.1
CC(C)C(=O)NS(=O)(=O)c1ccc(NC(=O)c2ccco2)cc1 | 103 | 0.6
Cc1cccc(CNC(=O)c2oc3c(c2C)-c2nn(Cc4cccc(Cl)c4)cc2CC3)c1 | 112 | 0.9
CCOC(=O)c1c(-c2ccc(OC)cc2)csc1NC(=O)CNCc1ccco1 | 99 | -0.7
O=C(OC1CCCC1=O)c1cc(-c2ccco2)nc2ccccc12 (stereo unspecified) | 105 | 0.1
COC(=O)C1CN(C(=O)Cc2coc3cc4c(cc23)CCC4)c2ccccc2O1 (stereo unspecified) | 108 | 0.7
Cc1oc2ncn(CC(C)C)c(=O)c2c1C(=O)NCCCN1CCCCC1C (stereo unspecified) | 106 | -0.2
COC(=O)c1cc(CSc2ncnc3sccc23)oc1C | 103 | -0.2
Clc1cc2c(c(CSc3nnc(-c4ccco4)n3-c3ccccc3)c1)OCOC2 | 103 | 0.2
Cc1cccc(NC(=O)CSc2nc(-c3ccco3)nc3cc(=O)[nH]n23)c1 | 103 | -0.8
Cc1cccc(-c2nc(CCNC(=O)c3ccc(Br)o3)cs2)c1 | 108 | 0.2

Screens from PubChem.

These rows are one share of the data, so the mix of outcomes need not match the whole.
